Assay outcomes: PubChem, several laboratories
KOR beta-arrestin-1: kappa opioid receptor activators – cell-based, luminescence, uHTS, primary screen (AID 1777) | KOR beta-arrestin recruitment, luminescence; higher % means a stronger effect | 280,000 compounds, 0.02% hits | one-dose activation, % at 10 µM; EC50 in µM for titrated hits; in the data active = activation above about 50%, passing the limit was not always enough; note: a part of the inactive calls stands beside numbers as strong as those of hits
Large T inhibition: SV40 large T antigen inhibitors, biochemical (AID 1903) | 310,000 compounds, 0.39% hits | SV40 large T antigen ATPase/helicase inhibition assay; higher % means a stronger effect | one-dose inhibition, % at 20 µM; IC50 in µM for titrated hits; in the data active = a potency from the dose series; note: strong numbers were not always called active
HIV peptide binding: inhibitors of HIV fusion peptide binding, primary screen, biochemical, uHTS, fluorescence dequenching (AID 1986) | 290,000 compounds, 0.3% hits | inhibition, % at 20 µM, or IC50 in µM where a hit was titrated | cell-free peptide binding, fluorescence dequenching, 30 min; higher % means a stronger effect; in the data active = inhibition mostly above about 52%, no sharp cut-off; inactive = mostly below about 76%; note: some results filed as inactive read as strong as hits
MgcRacGAP inhibition: MgcRacGAP GTPase-activating activity inhibitors, confirmation, biochemical, ADP Hunter fluorescence; 340,000 compounds, 0.6% hits; AID 624330; MgcRacGAP-stimulated Rac1 GTP hydrolysis, ADP Hunter fluorescence; higher % means a stronger effect; GST-tagged Rac1 F28L mutant substrate; inhibition, % at 30 µM, or IC50 in µM where a hit was titrated;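 active = first-screen hits whose inhibition reached a set limit at any dose in the follow-up dose series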;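 note: fluorescence reports GDP produced by GAP-driven GTP hydrolysis; strong numbers were not always called active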
NOD2 inhibition: inhibition of NOD2-driven NF-kB reporter – cell-based, luminescence, uHTS, HEK293 (AID 1566); HEK293 NOD2/NF-kB luciferase reporter, luminescence; higher % means a stronger effect; inhibition, % at 4 µM, or EC50 in µM where a hit was titrated; 290,000 compounds, 0.63% hits; note: many of its hits are not listed in these tables
GPR55 activation: selective activators of receptor GPR55 – imaging, U2OS cells, beta-arrestin-GFP redistribution, primary screen (AID 1961); U2OS GPR55 beta-arrestin-GFP redistribution imaging; higher % means a stronger effect; one-dose activation, % at 10 µM; EC50 in µM for titrated hits; 290,000 compounds, 0.048% hits;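 active = activation above 40% with more than 50 cells counted in the well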;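 note: U2OS osteosarcoma cells stably expressing GPR55 and beta-arrestin-GFP; plate controls were DMSO negative control for no effect and LPI positive control for full effect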
GPR55 antagonists: GPR55 antagonists blocking LPI-driven arrestin recruitment, primary screen, imaging, U2OS, beta-arrestin-GFP, LPI agonist (AID 2013); inhibition, % at 10 µM, or IC50 in µM where a hit was titrated; U2OS GPR55 beta-arrestin-GFP translocation imaging, LPI antagonism; higher % means a stronger effect; 290,000 compounds, 0.13% hits;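 active = spots per cell inhibited over 60%, with over 100 cells counted and total cytoplasm intensity under 500,000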;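 note: U2OS cells stably carrying GPR55 and arrestin-GFP stimulated by 5 µM LPI near EC80; imaged beta-arrestin-GFP aggregate spots per cell after agonist stimulation; plate controls were LPI-stimulated DMSO wells for no effect and DMSO wells without LPI for full effect; some results filed as inactive read as strong as hits; confirmed hits need IC50 under 10 µM and bright autofluorescent wells are also inconclusive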
NOD1 NF-kB reporter: NOD1 signaling inhibitors, primary screen, cell-based, luminescence, uHTS (AID 1578); NOD1-driven NF-kB luciferase reporter cells, luminescence; higher % means a stronger effect; inhibition, % at 4 µM, or EC50 in µM where a hit was titrated; 290,000 compounds, 1% hits; in the data active = inhibition mostly above about 36%, no sharp cut-off; inactive = mostly below about 34%;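 note: HEK-293T reporter cells stimulated with the NOD1 agonist gamma-tri-DAP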
KOR beta-arrestin-2: kappa opioid receptor blockers – cell-based, luminescence, uHTS (AID 1778); KOR beta-arrestin recruitment, luminescence, antagonist mode; higher % means a stronger effect; 290,000 compounds, 0.091% hits; inhibition, % at 10 µM; hits with a dose series show IC50 in µM; note: strong numbers were not always called active
An asterisk follows results filed as active; . = not tested or not shown; [ ] = remark or other dose. Cut-off read from the data, not from the text of the source, unless noted: active = inhibition above about 50%; inactive = the rest.

KOR beta-arrestin-1	smiles	Large T inhibition	HIV peptide binding	MgcRacGAP inhibition	NOD2 inhibition	GPR55 activation	GPR55 antagonists	NOD1 NF-kB reporter	KOR beta-arrestin-2
-0.7%	COc1ccc(Cn2nnnc2C(c2cc(OC)ccc2OC)N2CCC(C(N)=O)CC2)cc1 (configuration not stated)	14%	-2.6%	7%	-7%	0.4%	15%	15%	-46%
4.3%	Cn1c(NNC(=O)c2c(F)cccc2F)cc(=O)n(C)c1=O	20%	-0.4%	13%	4%	0.3%	-1%	10%	-11%
-0.8%	Fc1ccc2c(c1)C(c1ccc(N3CCOCC3)cc1)=NNC(c1cccs1)=N2	16%	-0.9%	9%	9%	-0.2%	-2%	-16%	-27%
.	Cc1ccccc1N1C(=O)c2cccc([N+](=O)[O-])c2C1=O	19%	1.1%	8%	7%	-0.1%	4%	-30%	-9%[20 µM]
8.0%	CC(=O)NC(=S)Nc1cc(C(F)(F)F)ccc1N1CCOCC1	11%	1.2%	4%	10%	0.0%	-5%	-21%	-26%
0.6%	CCOC(=O)CCCNC(=O)CCNC(=O)c1ccc(OCC(C)C)cc1	18%	-0.9%	6%	19%	-0.3%	-6%	0%	26%
-0.1%	Cc1c(Br)c([N+](=O)[O-])nn1C(C)C(=O)NCC1CCCO1 (configuration not stated)	8%	-1.0%	13%	2%	0.1%	5%	-11%	-6%
-4.3%	O=C(CCSc1nnc2scc(-c3ccccc3)n12)NCc1ccc2c(c1)OCO2	-4%	-2.1%	9%	2%	0.0%	-2%	-29%	14%
-1.8%	CCOC(=O)N1CCN(C(=O)Nc2ccccc2Cl)CC1	1%	-0.8%	12%	1%	-0.4%	-6%	-24%	16%
3.4%	O=C(CSc1nncn1-c1ccccc1)Nc1cc(Cl)cc(Cl)c1	5%	0.6%	7%	12%	0.0%	0%	-11%	0%
-3.2%	COc1cc(C2c3c(oc4ccccc4c3=O)C(=O)N2CCN2CCOCC2)cc(OC)c1OC (configuration not stated)	.	-2.6%	10%	2%	-0.1%	3%	0%	19%
-0.5%	CC(=O)c1ccc(N2CCN(c3ccc(S(=O)(=O)NCCN(C)C)cc3[N+](=O)[O-])CC2)cc1	12%	-0.2%	8%	13%	0.3%	6%	2%	4%
2.4%	COc1ccccc1OCC(=O)NNC(=O)c1c(-c2ccccc2Cl)noc1C	10%	2.7%	4%	-9%	0.5%	12%	-24%	12%
3.5%	Cc1ccc(N2C(=O)C(Cc3ccc(O)cc3)NC2=S)cc1C (configuration not stated)	9%	0.9%	4%	2%	-0.3%	2%	-19%	12%
-1.5%	COc1cccc(CN(C)C(=O)c2cc(S(=O)(=O)N3CCN(c4ccccc4)CC3)ccc2Cl)c1	13%	1.4%	4%	19%	-0.1%	11%	10%	-12%
51%	Cc1ccccc1N1C(S)=C(C#N)C(=O)NC1c1cccs1 (configuration not stated)	4%	0.6%	39%	-3%	0.5%	-3%	10%	-20%
-3.6%	CCCC(=O)Nc1ccc(C(=O)Nc2nnc(COCC)s2)cc1	-1%	2.9%	-5%	5%	-0.4%	-1%	-22%	-6%
-2.3%	O=C(COC(=O)c1nsc(Cl)c1Cl)NC1CCCC1	11%	1.3%	3%	-2%	-0.2%	-6%	-22%	2%
-5.2%	COc1ccccc1NS(=O)(=O)c1cc(N2Cc3ccccc3C2=N)ccc1N1CCOCC1	11%	-0.5%	4%	2%	0.2%	2%	-42%	18%
-2.4%	COC(=O)c1sccc1NC(=S)Nc1cccc(F)c1	11%	1.4%	1%	5%	0.5%	14%	-12%	10%
-2.8%	O=C(Nc1ccc(S(=O)(=O)Nc2ncccn2)cc1)C1CC(=O)N(c2ccc(Cl)cc2)C1 (configuration not stated)	11%	0.5%	8%	5%	-0.2%	11%	-1%	18%
4.6%	COC(=O)CC1C(=O)NC2CCCCC2N1C(=O)c1ccccc1 (configuration not stated)	-1%	-2.3%	10%	11%	0.2%	1%	-8%	-57%
3.9%	COC(=O)C1C(=O)c2c([nH]c(C(=O)OC3CCCCC3)c2C)CC1C (configuration not stated)	1%	-0.2%	4%	-36%	-0.1%	2%	-29%	-14%
-6.0%	Cc1ccc(NCc2nc3ccccc3n2C)c(C)c1	21%	-0.4%	8%	-182%	-0.1%	5%	-8%	-6%
3.3%	Cc1nn(CC2CC2)c(=O)n1-c1ccc(Cl)cc1	9%	0.1%	0%	-5%	0.1%	-3%	-20%	-3%
0.9%	C/C(=N\NC(=S)NCc1ccccc1)c1ccc2ccccc2c1OC(F)F	7%	0.1%	-3%	2%	-0.5%	6%	48%*	-7%
2.9%	COc1ccccc1/C=C/C(=O)OC(C)CN1CCOCC1 (configuration not stated)	-2%	0.9%	7%	7%	-0.1%	20%	3%	-13%
1.5%	O=C(/C=C/c1ccco1)NC(=S)Nc1cc(-c2nc3ccccc3s2)ccc1Cl	8%	51%	5%	-36%	-0.1%	-6%	-33%	-3%
1.0%	Cn1cc([N+](=O)[O-])c(C(=O)NCc2cc3ccccc3[nH]2)n1	1%	0.6%	6%	-2%	0.5%	-2%	-33%	-48%
-6.7%	Clc1ccc(CNc2cnccn2)cc1Cl	3%	-2.7%	.	-58%	0.0%	1%	3%	48%
.	CC(NC(=O)Cn1c(NCCO)nc2ccccc21)c1ccccc1 (configuration not stated)	-1%	1.9%	9%	4%	0.3%	9%	-10%	.
4.2%	COc1ccc(/C=C/C(=O)c2ccc(C)c([N+](=O)[O-])c2)cc1O	19%	-0.4%	8%	4%	0.2%	-5%	-7%	-67%
-6.3%	O=C(NCc1ccccc1)C1CCN(S(=O)(=O)c2cccc3cccnc23)CC1	5%	0.8%	0%	21%	0.2%	7%	-10%	-19%
-2.4%	COc1ccc(C2(C(=O)O)CCCC2)cc1	0%	-1.6%	2%	-2%	0.2%	-4%	-8%	16%
3.3%	CCOc1cc(NC(=O)c2ccco2)c(OCC)cc1NC(=O)CCC(=O)NCc1cccnc1	-2%	0.5%	1%	13%	0.2%	3%	-6%	-21%
-3.6%	CN1CCN(CCNC(=O)Nc2ccc(Cl)cc2)CC1	1%	0.4%	11%	13%	-0.1%	84%	-12%	-4%
1.1%	Cc1ccc(C(=O)NCCNC(=O)c2ccco2)cc1C	-4%	-0.1%	4%	-6%	-0.2%	10%	-19%	-38%
-2.9%	Cc1cc2ccccn2c1C(=O)c1cccc(S(=O)(=O)N2CCOCC2)c1	4%	-2.3%	6%	4%	0.3%	5%	35%	-28%
1.9%	CCOC(=O)/C=C/C(=O)Nc1ccccc1C(=O)NC1CCCCC1	21%	2.7%	4%	17%	-0.3%	5%	3%	11%
4.2%	COc1ccc2[nH]c(=O)c(CN(C(=O)c3cccnc3)c3ccccc3)cc2c1	6%	0.8%	-2%	13%	-0.1%	8%	-26%	-6%
-2.9%	O=C(c1cncc(Br)c1)N1CCN(S(=O)(=O)c2ccccc2)CC1	2%	0.6%	1%	19%	-0.1%	-8%	14%	-10%
.	CCCCCCOc1ccc(C(CC(=O)O)C(N)=O)cc1 (configuration not stated)	-3%	1.7%	2%	4%	-1.0%	1%	-2%	-10%
-4.6%	C=CCn1c(N)cc(=O)nc1SCC(=O)Nc1ccc(C(=O)OCC)cc1	10%	-1.0%	4%	3%	0.2%	4%	-26%	13%
-4.5%	O=C(CNC(=O)C1COc2ccccc2O1)N/N=C/c1ccc([N+](=O)[O-])cc1 (configuration not stated)	12%	-0.4%	6%	5%	0.9%	5%	-20%	2%
4.2%	CCCc1nnc(NC(=O)CCC(=O)O)s1	6%	-1.9%	7%	5%	-0.1%	-3%	21%	-2%
1.7%	Cc1ccc(-n2[nH]c(C)c(C=Nc3ccc4[nH]c(=O)[nH]c4c3)c2=O)cc1C	20%	8.1%	12%	-5%	0.0%	4%	15%	-19%
-0.3%	CNc1cc(CSc2ccc(Cl)cc2)nc(C)n1	9%	-1.0%	-1%	-23%	-0.3%	-21%	-48%	6%
-0.7%	CCCC1C(=O)Nc2ccccc2N1C(=O)c1cccc(C)c1 (configuration not stated)	8%	2.7%	3%	2%	0.3%	1%	8%	16%
-1.2%	Cc1cc(C(=O)CSc2nnc(-c3ccc4c(c3)OCO4)o2)c(C)n1-c1ccc(F)cc1	2%	16%	8%	47%	-0.1%	10%	4%	-37%
-3.4%	COc1ccc(CNC(=O)c2cc3c(=O)n4ccccc4nc3n(CC3CCCO3)c2=N)cc1 (configuration not stated)	.	-2.4%	14%	-2%	0.0%	2%	-17%	1%
.	COc1ccccc1NC(=O)Cn1c(=O)oc2cc(S(=O)(=O)N3CCCC3)ccc21	.	-1.5%	0%	14%	0.3%	7%	-7%	-5%[20 µM]
6.0%	CC(C)CNc1c(N)c(=O)oc2ccccc12	6%	0.6%	19%	0%	-0.2%	5%	-5%	-16%

Exported with values under each structure: 4 of the compounds above.
Values in the order: KOR beta-arrestin-1, Large T inhibition, HIV peptide binding, MgcRacGAP inhibition, NOD2 inhibition, GPR55 activation, GPR55 antagonists, NOD1 NF-kB reporter, KOR beta-arrestin-2
> CN1CCN(CCNC(=O)Nc2ccc(Cl)cc2)CC1
 : -3.6%, 1%, 0.4%, 11%, 13%, -0.1%, 84%, -12%, -4%
> CCCCCCOc1ccc(C(CC(=O)O)C(N)=O)cc1 (configuration not stated)
 : ., -3%, 1.7%, 2%, 4%, -1.0%, 1%, -2%, -10%
> COc1ccccc1/C=C/C(=O)OC(C)CN1CCOCC1 (configuration not stated)
 : 2.9%, -2%, 0.9%, 7%, 7%, -0.1%, 20%, 3%, -13%
> CCCc1nnc(NC(=O)CCC(=O)O)s1
 : 4.2%, 6%, -1.9%, 7%, 5%, -0.1%, -3%, 21%, -2%

Only Large T inhibition and MgcRacGAP inhibition (four entries from above):
| Structure | Large T inhibition | MgcRacGAP inhibition |
| --- | --- | --- |
| COc1ccccc1NC(=O)Cn1c(=O)oc2cc(S(=O)(=O)N3CCCC3)ccc21 | . | 0% |
| Clc1ccc(CNc2cnccn2)cc1Cl | 3% | . |
| O=C(CNC(=O)C1COc2ccccc2O1)N/N=C/c1ccc([N+](=O)[O-])cc1 (configuration not stated) | 12% | 6% |
| CC(NC(=O)Cn1c(NCCO)nc2ccccc21)c1ccccc1 (configuration not stated) | -1% | 9% |

In the list so far, 3 contain a furan ring, fused or not:
KOR beta-arrestin-1	smiles	Large T inhibition	HIV peptide binding	MgcRacGAP inhibition	NOD2 inhibition	GPR55 activation	GPR55 antagonists	NOD1 NF-kB reporter	KOR beta-arrestin-2
1.5%	O=C(/C=C/c1ccco1)NC(=S)Nc1cc(-c2nc3ccccc3s2)ccc1Cl	8%	51%	5%	-36%	-0.1%	-6%	-33%	-3%
3.3%	CCOc1cc(NC(=O)c2ccco2)c(OCC)cc1NC(=O)CCC(=O)NCc1cccnc1	-2%	0.5%	1%	13%	0.2%	3%	-6%	-21%
1.1%	Cc1ccc(C(=O)NCCNC(=O)c2ccco2)cc1C	-4%	-0.1%	4%	-6%	-0.2%	10%	-19%	-38%

Some of the compounds tested, so the mix of outcomes need not match the whole.
